ERK EGF inh: EGF-driven ERK pathway inhibition; HEK293-V1b, EGF-stimulated phospho-ERK AlphaScreen; Potency, µM (top dose mostly 11.5 µM), without a hit: at the top dose activity change, negative = inhibition, actives largely listed as inhibitors; 130,000 tested, 0.41% active; active = well fitted inhibition curve with a large enough effect; inconclusive = small, poorly fitted or top-dose-only effect, or effect the other way;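 also: plate controls were stimulated vehicle wells for no effect and unstimulated vehicle basal for full effect; nearly all actives have a fitted effect of over 55% in size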
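HEK293 cells stably expressing V1b receptor, serum-reduced (1% FBS) overnight, got compound for 30 min at 37C, then 25 nM EGF for 5 min. Lysate phospho-ERK read by AlphaScreen SureFire; AC50 from Hill fits.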
The depositor's hits bear a star; ? = inconclusive; & = joins results of further samples; [ ] = another dose, or the depositor's remark. Potency is read from the fitted curve at half-maximal effect. The list is partial; rates above refer to the full screens.

ERK EGF inh,mol
5%,O=C(Nc1cc(Cl)cc(Cl)c1)C(c1ccccc1)N1CCCCC1 (stereo unspecified)
-19%,O=c1c2oc3ccccc3c2ncn1Cc1ccc(Cl)cc1
0%,CCOc1ccc(NC(=O)CC(c2ccccc2)c2ccc(F)cc2)cc1 (stereo unspecified)
4%,Cc1cc(F)ccc1S(=O)(=O)Nc1ccccc1C(=O)NCc1cccnc1
-6%[57.5 µM],O=C(Nc1nc2ccccc2s1)c1cccc(S(=O)(=O)N2CCc3ccccc32)c1
6%,O=C(O)CC1S/C(=N/N=C/C=C/c2ccccc2[N+](=O)[O-])NC1=O (stereo unspecified)
-8%,N#Cc1c(Nc2ccccc2)c(/C=N/NCCO)c[nH]c1=O
10%,O=C(Cc1ccc(Cl)cc1)NNS(=O)(=O)c1ccc([N+](=O)[O-])cc1
-4%[57.5 µM],C[C@]12CCC(=O)C=C1CC[C@@H]1[C@@H]2C(=O)C[C@@]2(C)[C@H]1CC[C@]2(O)C(=O)CO
2%,Cc1ccc(NS(=O)(=O)c2ccc(NC(=O)CN(c3cc([N+](=O)[O-])ccc3C)S(C)(=O)=O)cc2)c(C)c1
-5%,Cc1ccccc1N1C(=O)C(Oc2ccc(Cl)cc2)C1CNCC1CCCO1 (stereo unspecified)
3%,CCc1cccc2c(C(=S)N3CCOCC3)c[nH]c12
50%,CCN(CC(=O)NCc1ccc(F)cc1)C(=O)/C=C/c1ccco1
2%,CCNc1nc(NC(C)C)nc(Oc2ccc(OCc3ccccc3)nn2)n1
1%[57.5 µM],COc1ccc(C(=O)CSc2nc(-c3ccccn3)nc(C)c2Cl)cc1
-2%,O=C(CS(=O)(=O)Cc1ccccc1)Nc1ccccn1
1%,CCN(CC)S(=O)(=O)c1cc(C(=O)NCCN2CCOCC2)ccc1Cl
6%,c1ccc(CCNc2nc(-c3ccncc3)cs2)cc1
-2%,COc1cc(C=O)ccc1OS(=O)(=O)c1ccccc1[N+](=O)[O-]
-5%,Cn1c(SC(C(=O)Nc2ccc(F)cc2)c2ccccc2)nc2ccccc21 (stereo unspecified)
2%,CC(=O)c1cccc(CN2CCCC(C(=O)c3ccc4c(c3)OCO4)C2)c1 (stereo unspecified)
-1%,COC(=O)/C=C/C(=O)Nc1ccc(O)c(Cl)c1
-7%,CN(C)/C=C/C(=O)c1ccccc1OCc1cnc(Cl)s1
-13%,CC(C)(C)OC(=O)NCCCC1=CC2=CC(=O)C(C)(OC(=O)c3ccc(Cl)nc3)C(=O)C2=CO1 (stereo unspecified)
7%,CCCCNC(=O)c1ccc(Cn2c(=S)[nH]c3c([nH]c4ccc(OC)cc43)c2=O)cc1
-1%[57.5 µM],CCN1CCN(Cc2ccc(NC(=O)c3cc(NC(=O)c4cc(-c5ccc(OC)cc5)n[nH]4)cc(OC)c3)cc2C(F)(F)F)CC1
-5%,Cn1c(SCC(=O)N2CCCc3ccccc32)nc2cccnc21
4%,O=C(COc1ccc(Br)cc1)N/N=C1/SCC(=O)N1Cc1ccco1
-2%[57.5 µM],COC(=O)c1cc(=O)c2cccc(OC)c2[nH]1
-9%,CCC[n+]1c(C)sc2c3c(ccc21)CCCC3
8%,O=C(CNCc1ccco1)Nc1ccc(Oc2ccccc2)cc1
1%,Cc1ccc(C(C)C)c(OCC(=O)N/N=C/C2CCCCC2)c1
?,NS(=O)(=O)c1cccc(NC(=O)CN2CCc3ccccc32)c1
-2%,O=C(c1cc([N+](=O)[O-])cc([N+](=O)[O-])c1)N(c1ccccn1)c1ccccn1
2%,Cc1ccc(S(=O)(=O)N/N=C/c2cccc(OC3CSC3)c2)cc1
0%,COc1ccc(NS(=O)(=O)c2cc(NC(=O)CNC(=O)c3ccc(C)s3)ccc2Cl)cc1
-15%[57.5 µM],O=C(/C=N/NC(=O)c1ccc(Cl)cc1Cl)c1ccccc1
7%[57.5 µM],c1csc(-c2ccn[nH]2)c1
0%,CC1=CCCC(C)(C)C1/C=C/C(C)=N/NC(=O)c1ccncc1 (stereo unspecified)
1%,Cc1cc(C)c2[nH]c(=O)c(=O)[nH]c2c1
-4%,Cc1nonc1C(=O)N/N=C/c1cccc(O)c1
33%[57.5 µM],O=C(Nc1cccc(S(=O)(=O)N2CCOCC2)c1)c1ccccn1
10%,COC(=O)N/N=C/c1cccs1
4%,CCOc1ccc(/C=N/NC(=O)CC(=O)Nc2ccc(Cl)c(Cl)c2)cc1
-4%,COc1cc(/C=N/NC(=O)Cc2csc(C)n2)ccc1OCC(C)C
-7%,CN1CCCC(C#CC(O)(c2ccccc2)c2ccccc2)C1 (stereo unspecified)
4%[57.5 µM],CCN(CC)C(=O)CC(c1cc(OC)c(OC)c(OC)c1)c1c(OC)cc(OC)c2ccc(=O)oc12 (stereo unspecified)
2%[57.5 µM],O=C(O)CCC(=O)N(Cc1ccco1)C1CC(=O)N(c2ccccc2)C1=O (stereo unspecified)
-6%[57.5 µM],CC1=NN2C(=N)/C(=C\c3cc(C)n(Cc4ccccc4)c3C)C(=O)N=C2S1
-2%,O=C(O)c1cc(NC(=O)c2ccccc2[N+](=O)[O-])ccc1O
-13%,CC1=C(C(=O)Nc2ccccc2)C(c2ccccc2[N+](=O)[O-])NC(=O)N1 (stereo unspecified)
-14%,O=C(Nc1ccccc1)C1CCCN1C(=O)Nc1ccccc1[N+](=O)[O-] (stereo unspecified)
?,NC(=S)N/N=C/c1ccc(-c2ccc(SC(F)F)cc2)o1
-1%[57.5 µM],O=C1CSC(c2ccccn2)N1c1ccc(C(F)(F)F)cc1 (stereo unspecified)
7%,Cc1cc(=O)[nH]c(SCC(=O)Nc2nc3ccccc3s2)n1
3%,Cc1cccc2cc(CN(CCCN(C)C)C(=S)NCCc3ccccc3)c(=O)[nH]c12
-2%,CCN(CC)c1cc(C)c2cc(NC(=O)c3ccccc3OC)ccc2n1
3%,CC(=O)c1ccc(NC(=O)Nc2ccc3c(c2)nc(C)n3C)cc1
9%,Cc1cc(-c2nnc(SCC(=O)c3ccc4c(c3)OCCO4)o2)no1
5%,COc1ccc(NC(=O)Nc2ccc(F)cc2)c(C)c1

Five entries from above, as comma-separated lines.
mol,ERK EGF inh
Cc1cc(=O)[nH]c(SCC(=O)Nc2nc3ccccc3s2)n1,7%
Cc1ccc(S(=O)(=O)N/N=C/c2cccc(OC3CSC3)c2)cc1,2%
COc1cc(/C=N/NC(=O)Cc2csc(C)n2)ccc1OCC(C)C,-4%
O=C(Nc1ccccc1)C1CCCN1C(=O)Nc1ccccc1[N+](=O)[O-] (stereo unspecified),-14%
O=C(/C=N/NC(=O)c1ccc(Cl)cc1Cl)c1ccccc1,-15%[57.5 µM]

The main list resumes, starting 7 compounds before the break.
ERK EGF inh,mol
-1%[57.5 µM],O=C1CSC(c2ccccn2)N1c1ccc(C(F)(F)F)cc1 (stereo unspecified)
7%,Cc1cc(=O)[nH]c(SCC(=O)Nc2nc3ccccc3s2)n1
3%,Cc1cccc2cc(CN(CCCN(C)C)C(=S)NCCc3ccccc3)c(=O)[nH]c12
-2%,CCN(CC)c1cc(C)c2cc(NC(=O)c3ccccc3OC)ccc2n1
3%,CC(=O)c1ccc(NC(=O)Nc2ccc3c(c2)nc(C)n3C)cc1
9%,Cc1cc(-c2nnc(SCC(=O)c3ccc4c(c3)OCCO4)o2)no1
5%,COc1ccc(NC(=O)Nc2ccc(F)cc2)c(C)c1
2%,CCn1c(C)nc2cc(C(=O)N/N=C/c3ccc(O)cc3)ccc21
5%,O=C(NCCS(=O)(=O)c1ccc(Cl)cc1)c1ccc(F)cc1
2%,COc1ccc(/C(C)=N/Nc2ccc(C(=O)O)cc2)c(OC)c1
2%,Cc1cc(NC(=O)CSc2ccc3nnc(CCNC(=O)c4ccccc4)n3n2)no1
-12%[57.5 µM],Cc1n[nH]c(C)c1S(=O)(=O)N1CCCC(C(=O)NC2CCCCC2)C1 (stereo unspecified)
-7%,COc1ccc(C2C(C(=O)N3CCC(C(N)=O)CC3)CC(=O)N2c2ccc(OC)cc2)cc1 (stereo unspecified)
?,COc1ccc(-c2coc3cc4oc(=O)cc(-c5ccccc5)c4cc23)cc1F
-10%[57.5 µM],CC12CCC(C(=O)Nc3ccc(Br)cn3)(OC1=O)C2(C)C (stereo unspecified)
9%,Cc1ccc(O)c(N=Nc2ccc(S(=O)(=O)N3CCOCC3)cc2)c1
?,COC(=O)CCSCC(=O)N1N=C(c2ccc(OC)cc2)CC1c1cccc(OC)c1OC (stereo unspecified)
9%[57.5 µM],COc1ccccc1NC(=O)c1c([N+](=O)[O-])c(C(C)(C)C)nn1C
3%,COc1ccc2c(-c3ccccc3)cc(SCC(=O)NC(N)=O)nc2c1
-1%,CCOc1ccc(NC(=O)CC2C(=O)Nc3ccccc3N2C(=O)c2ccccc2)cc1 (stereo unspecified)
-7%,Cc1ccc(C(=O)n2c(N)nc3ccccc32)cc1
-9%,O=C(Nc1cccc(C(F)(F)F)c1)c1cc2c(s1)-c1ccccc1OC2
-9%,CCCCN(CCCC)CC(O)COc1ccccc1C(=O)Nc1ccccc1 (stereo unspecified)
-8%[25.7 µM],CCc1c(C)[nH]c2c1C(=O)[C@H](CN1CCOCC1)CC2
-10%[57.5 µM],OC(COc1cccc2ccccc12)CN1CCN(c2cccc(Cl)c2)CC1 (stereo unspecified)
9%[57.5 µM],O=C(O)/C=C/C(=O)Nc1ccc(OC(F)(F)F)cc1
-2%,Oc1ccc(/C=N/Nc2nc(N3CCCCCC3)nc(N3CCCCCC3)n2)c(O)c1
2%,Cc1cc(C)nc(SCC(=O)Nc2nc(-c3ccccc3)c(-c3ccccc3)o2)n1
6%,O=c1[nH]c(CSc2ncccn2)nc2c1cnn2-c1ccccc1
-6%,CC1CCN(C(=O)CN(c2ccccc2)S(=O)(=O)N(C)C)CC1
7%[57.5 µM],CC(/C=C1\SC(=S)N(NS(=O)(=O)c2ccc(C)cc2)C1=O)=C\c1ccccc1
6%,S=c1[nH]nc(-c2ccccn2)n1/N=C/c1cccs1
-3%[57.5 µM],O=C(COC(=O)c1ccc([N+](=O)[O-])o1)Nc1nc2ccccc2s1
-13%,Cc1cc(/C=N/NC(=O)C(=O)NCc2ccccn2)c(C)n1-c1ccccc1
-4%,Cc1c(C(c2ccc(N(C)C)cc2)c2c(C)n(C)n(-c3ccccc3)c2=O)c(=O)n(-c2ccccc2)n1C
4%,Cc1ccc(NS(=O)(=O)c2ccc(/C=C/C(=O)O)cc2)cc1Cl
3%,CN1c2ccccc2C(=O)NC1c1ccc(Cl)cc1 (stereo unspecified)
-21%[57.5 µM],COc1ccc(S(=O)(=O)N2CCCc3ccccc32)cc1OC
5%,COC(=O)c1ccc(NN=Nc2ccc(C)cc2)cc1
0%[57.5 µM],CCCOc1ccc(C(=O)NNC(=S)NC(=O)c2ccco2)cc1
2%,COc1ccc(CCNC(=O)CSc2nc3[nH]ncc3c(=O)n2-c2ccc(Cl)cc2Cl)cc1OC
10%,Cc1cc(C(=O)COC(=O)c2ccc3c(c2)NC(=O)CS3)c(C)n1CC1CCCO1 (stereo unspecified)
9%,CC(C)(C)C1CCC(C(=O)OCC(=O)N2CCOCC2)CC1 (stereo unspecified)
-2%,Cc1ccc(OCC(=O)NC(C)c2ccccc2)c([N+](=O)[O-])n1 (stereo unspecified)
6%,CC1=C/C(=N\NC(=O)c2cccs2)CC(C)(C)C1
?,C(=N\Nc1nncc2ccccc12)/c1ccccc1
-12%[57.5 µM],O=C(NCC1CCCO1)C1CCN(C2CCN(Cc3cccs3)CC2)CC1 (stereo unspecified)
7%,CCCCC[C@H](O)/C=C/C=C/C=C/[C@H](O)C/C=C\CCCC(=O)O
19%&0%,NC(=O)NO
-4%,COc1cccc(N2C(=O)CC(N3CCN(CCN=CC4=C(O)CC(C)(C)CC4=O)CC3)C2=O)c1 (stereo unspecified)
-8%,O=S(=O)(NCCc1ccccc1)c1ccc(Cl)nc1
-3%[57.5 µM],COc1ccc(/C=N/NC(=O)c2ccc(CN3C(=O)c4cccc5cccc3c45)cc2)cc1O
-3%,COc1ccc(C2C(C(=O)N3CCN(C)CC3)c3cc(OC)c(OC)cc3C(=O)N2C)cc1 (stereo unspecified)
13%,O=C(CSc1ccc(-c2cccnc2)nn1)N1CCCc2ccccc21
-6%,COC(=O)c1ccc(/C=C(\C#N)c2ccccn2)cc1
-7%,CCOc1ccccc1NC(=O)C(C)CC (stereo unspecified)
1%,Cc1nnc(SCC(=O)NNC(=O)CC#N)[nH]c1=O
1%,COc1cccc(C(=O)COc2ccc3ccc(=O)oc3c2)c1
-6%,Cc1nn(CC2CC2)c(=O)n1-c1ccc(Oc2ccccc2)cc1
-5%,C[C@]12CC[C@@H]3c4ccc(O)cc4CC[C@H]3[C@@H]1CC[C@@H]2O
-1%,COc1ccc(CCN=C(N)NS(=O)(=O)c2ccc3ccccc3c2)cc1
1%,CCN(CC)C(=O)N1CCN(Cc2ccc3c(c2)OCO3)CC1
2%,COC(=O)N/N=C/c1cc(Cl)cc(Cl)c1OCc1ccccc1F
-5%,O=C(c1cc(Sc2cccc(Cl)c2)nc2ccccc12)N1CCN(c2ccccn2)CC1
0%,Cc1cccc(-c2cc3nc(C)cc(N4CC(C)CC(C)C4)n3n2)c1 (stereo unspecified)
-14%[57.5 µM],Cc1[nH]nc(NNC(=O)c2ccccc2)c1[N+](=O)[O-]
6%,CCCn1c(SCC(=O)NC(=O)NC(C)(C)C)n[nH]c1=O
35µM*,CC(C)c1ccc(/C=C/C(=O)Nc2ccc(CN3CCOCC3)cc2)cc1
16%,O=C(COC(=O)CCCN1C(=O)c2cccc3cccc(c23)C1=O)Nc1ccc(Cl)cc1

ERK EGF inh, entries above that show a hit
ERK EGF inh,mol
35µM*,CC(C)c1ccc(/C=C/C(=O)Nc2ccc(CN3CCOCC3)cc2)cc1
